Source: PubChem BioAssay (several laboratories)
NR2E3 ag-1: inhibitors of NR2E3-RetCOR corepressor binding, primary screen, NR2E3 agonist project, biochemical, TR-FRET, GST-NR2E3, biotin-RetCOR. 1536-well. inhibition of corepressor binding, % at 4.78 µM. actives 0.12% (n = 320,000). AID 2300, 2010;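 active = percent inhibition above the cutoff of mean plus 3 SD of all tested compounds, set per screening campaign, cut at about 20% in these data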;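 also: 0% = DMSO wells and 100% = biotin wells as full block of FRET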
Target sequence (Q9Y5X4 whole entry, looked up): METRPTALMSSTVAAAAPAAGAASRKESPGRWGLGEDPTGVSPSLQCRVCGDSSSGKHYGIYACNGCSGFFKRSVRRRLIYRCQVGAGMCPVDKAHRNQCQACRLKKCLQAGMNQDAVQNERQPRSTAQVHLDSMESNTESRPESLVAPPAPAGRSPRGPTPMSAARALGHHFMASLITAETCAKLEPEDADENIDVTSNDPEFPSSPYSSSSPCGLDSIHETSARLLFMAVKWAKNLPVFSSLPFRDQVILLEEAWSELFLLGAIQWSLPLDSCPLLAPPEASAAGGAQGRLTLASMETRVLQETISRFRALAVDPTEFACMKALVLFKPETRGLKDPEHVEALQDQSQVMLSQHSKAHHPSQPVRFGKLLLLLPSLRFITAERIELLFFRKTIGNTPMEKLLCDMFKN
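Material: NR2E3–RetCOR corepressor complex / Amount: 1.35 nM GST-NR2E3 / Medium: Tris pH 7.5 / Compound: single nominal compound dose of 4.8 µM / Incubation: 5 h at 4 °C / Technique: TR-FRET, Eu(K)-anti-GST donor, streptavidin-D2 acceptor, ex 340, em 617/671 nm / Read-out basis: percent loss of FRET ratio relative to control wells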
PDI inh: inhibitors of human PDI, primary screen, biochemical, turbidity, single point, plate reader; Protein disulfide-isomerase (Homo sapiens), P07237; PDI insulin aggregation turbidity, A650, 90 min; inhibition, % at 10 µM; actives 0.052% (n = 350,000); AID 588391, 2011;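 active = mean inhibition across replicates of 30% or more, whatever share of single replicates reach that level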;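 also: absorbance from insulin aggregation driven by PDI reduction with DTT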
Target sequence (P07237 whole entry, looked up): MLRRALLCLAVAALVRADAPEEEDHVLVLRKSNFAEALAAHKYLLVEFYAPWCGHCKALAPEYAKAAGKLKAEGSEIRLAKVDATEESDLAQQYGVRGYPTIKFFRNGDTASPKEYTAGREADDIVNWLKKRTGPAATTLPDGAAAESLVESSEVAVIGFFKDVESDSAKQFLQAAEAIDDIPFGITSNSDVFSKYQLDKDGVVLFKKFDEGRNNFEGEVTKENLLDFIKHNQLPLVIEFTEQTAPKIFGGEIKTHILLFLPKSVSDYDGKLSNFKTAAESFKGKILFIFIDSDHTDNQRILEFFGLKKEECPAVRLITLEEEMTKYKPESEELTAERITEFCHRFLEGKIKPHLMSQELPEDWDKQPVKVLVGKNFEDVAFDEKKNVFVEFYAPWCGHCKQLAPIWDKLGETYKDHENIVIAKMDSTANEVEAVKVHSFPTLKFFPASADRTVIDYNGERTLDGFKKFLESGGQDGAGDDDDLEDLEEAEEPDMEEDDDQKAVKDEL
Peg3 promoter: Peg3 promoter-driven luciferase inhibitors, primary screen, cell-based, HeLa, luciferase luminescence. HeLa PEG-Prom luciferase reporter, overnight. inhibition, % at 20 µM. actives 1.7% (n = 360,000). AID 588405, 2011;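 active = inhibition of at least 50% at 20 µM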
NR2E3 ag-2: NR2E3 agonists in two-hybrid cells, primary screen, cell-based, luminescence, CHO-S, Gal4-NCOR/VP16-NR2E3; Photoreceptor-specific nuclear receptor (Homo sapiens), Q9Y5X4; luciferase; inhibition of corepressor binding, % at 3.98 µM; actives 0.35% (n = 360,000); AID 602229, 2012;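 active = inhibition above the mean of all tested compounds plus 3 SD, cut at about 70% in these data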;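 also: 0% = DMSO with NR2E3 transfected cells and 100% = cells lacking NR2E3 construct; higher means lower luciferase signal from less NR2E3 corepressor binding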
iPSC survival up: enhancers of single-cell hiPSC survival, primary screen, ATPlite luminescence. AID 602274, 2012. 100% = ROCK inhibitor wells, 0% = DMSO. actives 0.044% (n = 360,000). survival enhancement, % at 20 µM; in the data active = survival enhancement above about 18%;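 also: cells exposed to compounds for 16 hours before the ATP read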
Vif imaging: HIV Vif self-association inhibitors, primary screen, imaging, HEK293T, single point; inhibition, % at 7.49 µM; actives 0.35% (n = 340,000); HEK293T cells, Vif self-association by quenched fluorescence, 24 h; AID 602346, 2012; in the data active = inhibition above about 50%, passing the limit was not always enough; also: some results filed as inactive read as strong as hits
CaV13 FRET inh: Disruptors of the CACNA1D IQ motif to Ca2+-dependent inactivation inhibitor domain association, primary screening, Förster resonance energy transfer in intact living …. HEK cells, CFP/YFP FRET ICDI-IQ, plate reader, 10 min; percent FRET-ratio fall versus neutral wells. inhibition, % at 12.3 µM. actives 0.098% (n = 340,000). AID 743397;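 active = mean replicate inhibition of at least 30% and at least 1% of replicates passing that level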;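 also: 0% = median of the neutral control wells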
MITF TRPM1 inh: inhibitors of MITF-dependent TRPM1 promoter reporter, primary screen, cell-based, SK-MEL-5, single point, luciferase; inhibition, % at 12.5 µM; actives 0.83% (n = 330,000); SK-MEL-5 TRPM1 promoter luciferase, 24 h; AID 488899, 2010;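 active = mean inhibition across replicates of 60% or more, whatever share of single replicates reaches that level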; also: values of inactives mirror those of a sister screen read the other way
HIF-2a block: HIF-2a reporter inhibitors, primary screen, luminescence, 786-0 RCC cells | 786-0 RCC cells HIF-2a reporter, luciferase luminescence, overnight | inhibition, % at 18.8 µM | actives 0.72% (n = 360,000) | AID 624352, 2012;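 active = inhibition of the luminescence signal of 40% or more relative to plate controls, in a single-dose primary screen at 18.75 µM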
aDG glyco act: activators of alpha-DG glycosylation, primary screen, uHTS, Pro5-aDG cells, AlphaScreen. actives 0.22% (n = 360,000). activation, % at 10 µM. alpha-DG glycosylation AlphaScreen (IIH6); 0% Pro5, 100% B10-LARGE cell signal;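 active = activation of at least 8% versus controls, or a plate z-score of at least 8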;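 also: Pro5 are CHO cells carrying HIG-tagged alpha-DG that lacks glycosylation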
Granule exo inh: LAMP-1 surface exposure blockers, TALL-104 cells – cell-based, flow cytometry, MLPCN library, primary screen; TALL-104 LAMP-1 surface exposure; cells stimulated with thapsigargin and PMA; inhibition, % at 10 µM; actives 0.66% (n = 360,000); AID 651702, 2012;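 active = inhibition above about 55%, limit read from the data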
The depositor's hits bear a star; · = not tested or not shown.

| compound | NR2E3 ag-1 | PDI inh | Peg3 promoter | NR2E3 ag-2 | iPSC survival up | Vif imaging | CaV13 FRET inh | MITF TRPM1 inh | HIF-2a block | aDG glyco act | Granule exo inh |
| --- | --- | --- | --- | --- | --- | --- | --- | --- | --- | --- | --- |
| Cc1nn(Cc2ccc(Cl)cc2)c(C)c1N | 3 | 3 | -31 | 8 | -0.8 | 0 | · | -11 | 8 | -0.2 | -2 |
| CN(C(=O)c1cc(-c2ccc3c(c2)OCO3)on1)c1ccccc1 | 2 | -5 | -337 | -119 | -0.5 | 3 | -7 | -96 | -231 | -0.1 | 7 |
| Cc1ccc(CN2C(=O)c3ccccc3C2c2nnnn2C(C)C)cc1 (stereo not given) | · | · | · | 5 | 1.4 | · | -7 | · | -11 | -0.2 | 2 |
| Cc1cccc(OCCNC(=O)c2cncc(Br)c2)c1 | 3 | -1 | 13 | 3 | 3.1 | -1 | -5 | 2 | 0 | 0.1 | 8 |
| O=C(Cn1c(=O)oc2cc(S(=O)(=O)N3CCCCC3)ccc21)N1CCc2ccccc2C1 | -1 | 11 | 3 | 4 | -0.2 | 2 | -7 | · | 10 | 0.2 | -6 |
| CCOC(=O)c1c(C)nn(Cc2cccc(Cl)c2)c1N | -1 | -2 | -15 | -14 | -0.9 | -2 | -9 | 9 | 5 | 0.0 | -1 |
| C#CCC(NC(=O)c1ccc(C#N)cc1)C(=O)NCCC (stereo not given) | 3 | -5 | 3 | -18 | 0.8 | 6 | -11 | 0 | -2 | 0.1 | -5 |
| CCc1cccc(CC)c1NC(=O)C1CN(S(=O)(=O)c2ccccc2)CCN1S(=O)(=O)c1ccccc1 (stereo not given) | -4 | -2 | 26 | 5 | 3.0 | -2 | -20 | -5 | 18 | 0.1 | -2 |
| Cc1cc(NC(=O)c2cc(-c3ccncc3)nc3ccccc23)ccc1Br | · | 11 | 15 | 1 | 4.0 | -7 | -6 | 2 | -2 | 1.0 | -1 |
| COc1ccc(-c2cccc(N3CCN(c4ccccn4)CC3)n2)cc1OC | · | -8 | 18 | -19 | 1.2 | -2 | -10 | · | 5 | -0.1 | -2 |

Continued, overlapping the part above by 2 compounds.
| compound | NR2E3 ag-1 | PDI inh | Peg3 promoter | NR2E3 ag-2 | iPSC survival up | Vif imaging | CaV13 FRET inh | MITF TRPM1 inh | HIF-2a block | aDG glyco act | Granule exo inh |
| --- | --- | --- | --- | --- | --- | --- | --- | --- | --- | --- | --- |
| Cc1cc(NC(=O)c2cc(-c3ccncc3)nc3ccccc23)ccc1Br | · | 11 | 15 | 1 | 4.0 | -7 | -6 | 2 | -2 | 1.0 | -1 |
| COc1ccc(-c2cccc(N3CCN(c4ccccn4)CC3)n2)cc1OC | · | -8 | 18 | -19 | 1.2 | -2 | -10 | · | 5 | -0.1 | -2 |
| O=C(CSc1nc2ccsc2c(=O)n1-c1ccccc1)N1CCCC1 | 5 | 3 | 18 | 14 | 2.5 | 6 | -5 | 3 | 1 | 0.0 | 0 |
| O=C(c1cc(S(=O)(=O)N2CCOCC2)ccc1Cl)N1CCCCC1CO (stereo not given) | · | 1 | 7 | -9 | 2.0 | -3 | -7 | 1 | 2 | -0.1 | 9 |
| O=C(CSc1nnc(COc2ccccc2F)n1-c1ccccc1)NC1CCS(=O)(=O)C1 (stereo not given) | 1 | -1 | -13 | -26 | -1.4 | -3 | -5 | -13 | 3 | -0.2 | -2 |
| CCN(c1ccccc1)c1nc2ccsc2c(=O)s1 | 3 | -1 | -29 | -31 | 4.7 | -11 | -3 | -15 | -73 | -0.1 | -2 |
| COCCCN1CC(=O)N2C(c3cccc(C)c3)c3[nH]c4ccccc4c3C[C@H]2C1=O (stereo not given in full) | 0 | -6 | 22 | 12 | 0.0 | -2 | -2 | 4 | 24 | 0.1 | 4 |
| COc1ccccc1C/C(N)=N/OC(=O)c1ccc(C)c([N+](=O)[O-])c1 | 2 | -2 | 15 | -15 | -2.1 | -2 | -10 | 16 | -39 | 0.2 | -1 |
| O=C(CC1C(=O)NCCN1Cc1ccc(-c2ccccc2)cc1)NCCCn1ccnc1 (stereo not given) | -3 | 4 | 2 | -6 | -0.1 | 6 | -3 | -7 | 5 | -0.3 | 1 |
| COc1ccc(NC(=O)CC2C(=O)NCCN2C(=O)c2ccc(N(C)C)cc2)cc1 (stereo not given) | 4 | -6 | 11 | -24 | -0.1 | 8 | -1 | · | -2 | -0.1 | 9 |
| O=S1(=O)C[C@@H](N2CCN(CC3CC3)CC2)[C@H](COCc2ccccc2)N1 | · | · | -22 | 6 | 0.7 | · | -6 | · | 4 | 0.0 | -1 |
| O=C(CSc1ccc2c(c1)OCCO2)Nc1ccccc1 | · | -8 | -124 | 5 | -1.6 | -10 | -4 | · | -161 | 0.3 | 2 |

Quoted from the results shown, nine compounds:
| compound | NR2E3 ag-1 | PDI inh | Peg3 promoter | NR2E3 ag-2 | iPSC survival up | Vif imaging | CaV13 FRET inh | MITF TRPM1 inh | HIF-2a block | aDG glyco act | Granule exo inh |
| --- | --- | --- | --- | --- | --- | --- | --- | --- | --- | --- | --- |
| Cc1nn(Cc2ccc(Cl)cc2)c(C)c1N | 3 | 3 | -31 | 8 | -0.8 | 0 | · | -11 | 8 | -0.2 | -2 |
| CN(C(=O)c1cc(-c2ccc3c(c2)OCO3)on1)c1ccccc1 | 2 | -5 | -337 | -119 | -0.5 | 3 | -7 | -96 | -231 | -0.1 | 7 |
| Cc1ccc(CN2C(=O)c3ccccc3C2c2nnnn2C(C)C)cc1 (stereo not given) | · | · | · | 5 | 1.4 | · | -7 | · | -11 | -0.2 | 2 |
| Cc1cccc(OCCNC(=O)c2cncc(Br)c2)c1 | 3 | -1 | 13 | 3 | 3.1 | -1 | -5 | 2 | 0 | 0.1 | 8 |
| O=C(Cn1c(=O)oc2cc(S(=O)(=O)N3CCCCC3)ccc21)N1CCc2ccccc2C1 | -1 | 11 | 3 | 4 | -0.2 | 2 | -7 | · | 10 | 0.2 | -6 |
| CCOC(=O)c1c(C)nn(Cc2cccc(Cl)c2)c1N | -1 | -2 | -15 | -14 | -0.9 | -2 | -9 | 9 | 5 | 0.0 | -1 |
| C#CCC(NC(=O)c1ccc(C#N)cc1)C(=O)NCCC (stereo not given) | 3 | -5 | 3 | -18 | 0.8 | 6 | -11 | 0 | -2 | 0.1 | -5 |
| CCc1cccc(CC)c1NC(=O)C1CN(S(=O)(=O)c2ccccc2)CCN1S(=O)(=O)c1ccccc1 (stereo not given) | -4 | -2 | 26 | 5 | 3.0 | -2 | -20 | -5 | 18 | 0.1 | -2 |
| Cc1cc(NC(=O)c2cc(-c3ccncc3)nc3ccccc23)ccc1Br | · | 11 | 15 | 1 | 4.0 | -7 | -6 | 2 | -2 | 1.0 | -1 |

The results go on.
Short keys – A = NR2E3 ag-1; B = PDI inh; C = Peg3 promoter; D = NR2E3 ag-2; E = iPSC survival up; F = Vif imaging; G = CaV13 FRET inh; H = MITF TRPM1 inh; I = HIF-2a block; J = aDG glyco act; K = Granule exo inh
structure: O=C(Cn1nc2ccccc2n1)N/N=C/c1ccc(F)cc1
  A: -1 | B: 5 | C: -20 | D: -16 | E: 0.5 | F: -4 | G: -17 | H: 1 | I: -13 | J: 0.0 | K: -3
structure: O=C(O)C1CC=CCC1C(=O)Nc1cccc(F)c1 (stereo not given)
  A: 5 | B: 2 | C: 8 | D: 2 | E: -0.9 | F: 2 | G: -8 | H: 7 | I: -1 | J: -0.2 | K: 0
structure: CC12CN3CCN(CC(C3)/C1=N\NC(=O)Nc1cccc(Cl)c1)C2
  A: 4 | B: -3 | C: -37 | D: -23 | E: 2.4 | F: -1 | G: 0 | H: -9 | I: -21 | J: -0.1 | K: -2
structure: CC12CC3CC(C)(C1)CC(C(=O)NC(=S)N1CCCCC1)(C3)C2
  A: 3 | B: -6 | C: 8 | D: -20 | E: -1.0 | F: -11 | G: -7 | H: 1 | I: 14 | J: 0.1 | K: -1

The order is random. Share with any hit: about 3.5%.
